# AI-2 QS mod: Vibrio harveyi AI-2 quorum sensing modulation; Vibrio harveyi JMH597 AI-2 luminescence/OD600 ratio, 9 h; active compounds read low; strain lacks LuxN and CqsS sensors; 0 = neutral-control median; activity change, % at 7.5 µM; hit rate 0.4% among 300,000; AID 2094; in the data active means activity change below about -75%, passing the limit was not always enough;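 further: luminescence divided by OD600 gain over 9 h not by final OD600 alone; inactives centre near 13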
# TRPC4 inh: blocks the mouse TRPC4 cation channel. HEK293 TRPC4beta/mu-opioid, DAMGO-evoked Fluo4 calcium flux; active compounds read low. B-score at 10 µM. hit rate 0.39% among 300,000. AID 2247;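 active means B-score over 3 SD under the library average, no early fluorescence shift, positive overall ratio signal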
#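 Material: HEK293 cells with stable TRPC4beta plus mu-opioid receptor expression / Probe or stimulus: DAMGO in two steps, submaximal then maximal / Compound: single concentration per test compound / Technique: kinetic Fluo4 fluorescence imaging of calcium influx / Read-out: per-well B score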
# HIF act: HIF pathway transcriptional activation; U2OS HRE-luciferase reporter, luminescence; normalized: DMSO 0%, desferrioxamine 100%; activation, % at 7.5 µM (by protocol); hit rate 0.32% among 300,000; AID 1910;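 active means mean activation of at least 10% of the iron chelator positive control signal, with at least half of replicates also reaching 10%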
# MrgX1 PAM: human MrgX1 positive allosteric modulation, primary screen; MrgX1-HEK293, Fluo-4 calcium flux, FDSS; active compounds read high; B-score at 10 µM; hit rate 0.63% among 310,000;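 active means plate-corrected calcium response at least 3 library SD above typical, normal starting fluorescence, not activating the receptor alone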;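 further: compound read alongside a low EC10 to EC30 dose of BAM8-22 agonist; peak minus trough fluorescence over baseline measured at the second addition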
# Target sequence (Q96LB2 whole entry, looked up): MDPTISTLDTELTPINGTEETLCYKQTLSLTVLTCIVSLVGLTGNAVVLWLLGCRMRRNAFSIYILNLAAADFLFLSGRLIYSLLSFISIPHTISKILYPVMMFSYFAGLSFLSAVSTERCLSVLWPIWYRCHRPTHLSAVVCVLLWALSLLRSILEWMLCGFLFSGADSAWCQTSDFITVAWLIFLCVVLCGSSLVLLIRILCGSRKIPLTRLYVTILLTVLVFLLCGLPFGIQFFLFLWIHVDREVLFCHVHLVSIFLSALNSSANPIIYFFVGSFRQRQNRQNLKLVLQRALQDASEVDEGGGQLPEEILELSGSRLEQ
# TRPC6 activator: mouse TRPC6 channel activation; hit rate 0.13% among 310,000; HEK293-TRPC6 membrane potential dye fluorescence; active compounds read high; B-score at 10 µM; Q61143; AID 2550;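 active means B-score of the integrated fluorescence ratio above library mean plus 3 SD, and starting fluorescence ratio within library mean plus 5 SD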;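 further: higher score means more depolarization so channel activation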
# MrgX1 ag: agonists of human MrgX1 receptor; Q96LB2; MrgX1-HEK293 cells, Fluo-4 calcium fluorescence, agonist mode; active compounds read high; B-score at 10 µM; hit rate 0.44% among 310,000; AID 588627;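 active means calcium response B-score plate-corrected fluorescence ratio at least 3 library SD, with starting fluorescence B-score inside 5 SD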
#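 Assay system: MrgX1-expressing HEK293 cells / Amount: fifteen thousand cells per well / Doses: test compound in the initial addition of three / Timing: cells plated overnight, dye loaded 0.5 h 37 °C, 0.5 h room temperature / Technique: kinetic calcium dye fluorescence, Fluo-4 NW / Control set: positive and negative controls per plate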
# PolyA inh: inhibitors of polyadenylation in S. cerevisiae. calls only at 12 µM. AID 1875. S. cerevisiae SKY197-pL101 polyadenylation reporter, beta-gal luminescence; efflux-impaired pdr1/pdr3 knockout yeast; score 100 = 6 SD above DMSO. hit rate 0.02% among 300,000;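 active means lowest replicate activity score at least 50, where 100 means six control SD above control mean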;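 further: yeast exposed to compound for 9 h at 30 °C; higher score means more reporter readthrough which indicates perturbed polyadenylation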
# TRPC4 agonist: TRPC4 (mouse) channel activation | HEK293 TRPC4beta/mu-opioid, Fluo4 calcium fluorescence; active compounds read high | B-score at 10 µM | hit rate 0.49% among 310,000 | AID 2237;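 active means B-score above 5 SD of library B-scores, and initial fluorescence ratio not above library mean plus 5 SD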;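 further: positive B-score marks a calcium rise read as TRPC4 activation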
#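 Incubation: 45 min room-temperature Fluo4 loading, 110 s read / System: HEK293 cells stably co-expressing mouse TRPC4beta and mu-opioid receptor / Signal: Fluo4 fluorescence, kinetic / Control set: buffer (low) and maximal DAMGO (high) / Measure: integrated baseline-normalised fluorescence ratio, converted to per-well B score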
# TRPC4 PAM: allosteric potentiators of mouse TRPC4 channel | Q9QUQ5 | HEK293 TRPC4beta/mu-opioid, DAMGO EC20, Fluo-4 Ca2+ flux; active compounds read high | B-score at 10 µM | hit rate 0.42% among 310,000 | AID 2227;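 active means B-score of calcium response area above 5 SD of library B-scores, with initial fluorescence ratio within 5 SD of library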;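 further: B-score of integrated fluorescence ratio over time as area under calcium response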
# TRPC6 inhibitor: inhibitors of mouse TRPC6 channel; Q61143; HEK293-TRPC6, membrane potential dye, ACh-evoked depolarization; active compounds read low; B-score at 10 µM; hit rate 1.1% among 310,000; AID 2553;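 active means B-score under library mean minus 3 SD, initial fluorescence not abnormally high, positive integrated signal ratio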;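 further: B-score derived from integrated fluorescence ratio over the kinetic read; more negative B-score means stronger inhibition of depolarization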
# MrgX1 antagonist: human MrgX1 receptor antagonism, primary screen | Q96LB2 | MRGX1-HEK293 calcium flux, Fluo-4, BAM8-22 antagonism; active compounds read low | B-score at 10 µM | hit rate 1.3% among 310,000;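 active means calcium-response B-score plate-corrected more than 3 library SD below zero, starting fluorescence within 5 deviations, no agonist response on first addition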;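 further: peak minus trough fluorescence over baseline after final BAM8-22 challenge near maximal dose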
# Starred values were filed as active, the others as inactive; i = inactive; nt = no result given. A portion of the library; the hit share may differ from the screen's.
SMILES	MrgX1 PAM	MrgX1 antagonist	TRPC4 agonist	TRPC6 inhibitor	HIF act	TRPC4 inh	MrgX1 ag	TRPC6 activator	TRPC4 PAM	AI-2 QS mod	PolyA inh
C=CCNc1nnnc2c1sc1nc(N3CCOCC3)c3c(c12)CCCC3	i	i	i	i	-0.6	i	i	i	i	3	i
CCOc1ccccc1NS(=O)(=O)c1ccc2[nH]c(=O)ccc2c1	i	i	i	i	-3.6	i	i	i	i	15	i
CCN(CC)CCn1c2c(c(SCC(=O)Nc3ccccc3Cl)nc1=O)CCC2	i	i	i	i	-0.4	i	i	i	i	12	i
C/C(=N\NC(=O)c1ccncc1)c1cccc(NC(=O)c2ccc(C(C)(C)C)cc2)c1	i	i	i	i	2.6	i	i	i	i	34	i
CCN(CC(=O)Nc1c(F)cccc1F)C(=O)CSc1ccccc1	i	i	i	i	-0.4	i	i	i	i	11	i
COc1cc(CCCN2CCNC[C@@H]2Cc2ccccc2)cc(OC)c1OC	i	i	i	i	0.3	i	i	i	i	23	i
COC(=O)c1ccc(C23CC4(C2)[C@H](CN(Cc2ccc(-c5ccccc5)cc2)[C@@H]4c2ccccc2)C3c2ccccc2)cc1 (some centres not stated)	i	i	i	i	-0.3	i	i	i	i	27	i
CCNC(=S)N(CCc1c(C)[nH]c2ccc(C)cc12)Cc1cccs1	i	i	i	i	0.1	i	i	i	i	32	i
Cc1cccc(C)c1NC(=O)c1ccc(-c2ccc(Cl)cc2Cl)o1	i	i	i	i	0.1	i	i	i	i	22	i
ON1C(c2ccc(Cl)cc2Cl)N(O)[C@H]2CCCC[C@H]21 (some centres not stated)	i	i	i	i	-0.1	i	i	i	i	6	i
Cc1csc2c(=O)n3c(nc12)CCCCC3	i	i	i	i	-0.6	i	i	i	i	19	i
Oc1ccccc1-c1nnc(COc2ccccc2)o1	i	i	i	i	3.2	i	i	i	i	-61	i
CCc1nc(SCC(=O)Nc2ccc(N(C)C)cc2)n[nH]1	i	i	i	i	2.4	i	i	i	i	28	i
COc1cccc(OCc2cc(C3Nc4ccccc4C(=O)N3Cc3ccco3)ccc2OC)c1 (configuration not stated)	nt	nt	i	i	-2.6	i	nt	i	i	28	i
COc1ccc(OCCn2c(=N)n(CCO)c3ccccc32)cc1	i	i	i	i	-0.1	i	i	i	i	27	i
COc1ccc(CCNC(=O)Cn2c(=O)oc3ccccc32)cc1OC	i	i	i	i	0.3	i	i	i	i	8	i
C=CCOc1c(Cl)cc(CNc2ccc(N(C)C)cc2)cc1OC	i	i	i	i	4.2	i	i	i	i	nt	i
Cc1cc(C(=O)NCCc2ccc(Cl)cc2)c(C)o1	i	i	i	i	3.4	i	i	i	i	12	i
CC(=O)c1c(N2CCN(c3ccccc3)CC2)nc(=S)n(-c2ccccc2)c1C	i	i	i	i	0.1	i	i	i	i	-10	i
COc1ccc(C2=NN(CC(=O)NCc3ccco3)C(=O)CC2)cc1	i	i	i	i	-0.1	i	i	i	i	18	i
COc1ccc(C2OC34CCCCC3C(C#N)(C#N)C2(C#N)C(=N)O4)cc1 (configuration not stated)	i	i	i	i	0.0	i	i	i	i	19	i
CC1=NN(c2ccccc2)C(=O)/C1=C\C=C1/N(C)c2ccccc2C1(C)C	i	i	i	i	0.2	i	i	i	i	9	i
CCn1cnc2cc(NS(=O)(=O)c3ccc(C)cc3)ccc21	i	i	i	i	-0.6	i	i	i	i	-3	i
c1ccc(-c2ccccc2OCCCCN2CCCCC2)cc1	i	i	i	i	-1.1	i	i	i	i	8	i
COc1ccc(C(CNC(=O)Cc2c(F)cccc2Cl)N2CCCCC2)cc1 (configuration not stated)	i	i	i	i	-0.2	i	i	i	i	32	i
Cc1cc(C)cc(NC(=O)C(OC(=O)C2=COCCO2)c2ccccc2)c1 (configuration not stated)	i	i	i	i	-0.1	i	i	i	i	12	i
NC(=O)N/N=C/c1ccc(N2CCOCC2)s1	i	i	i	i	0.2	i	i	i	i	9	i
CCOC(=O)C1=C(CNCc2ccc(F)cc2)NC(=O)NC1c1cccc([N+](=O)[O-])c1 (configuration not stated)	i	i	i	i	-0.2	i	i	i	i	10	i
O=C(N=C1SC2CS(=O)(=O)CC2N1c1cc(Cl)ccc1Cl)C1CCCO1 (configuration not stated)	i	i	i	i	-0.1	i	i	i	i	-28	i
CCN(CC)C(=O)C1=C(C)NC(=S)NC1c1cccs1 (configuration not stated)	i	i	i	i	0.0	i	i	i	i	17	i
N=c1oc2ccc(Cl)cc2cc1C(=O)Nc1ccc(F)cc1	i	i	i	i	-1.0	i	i	i	i	20	i
Cc1c(C)c2cc(Cl)c(OCC(=O)N3CCN(c4ccc(F)cc4)CC3)cc2oc1=O	i	i	i	i	-0.2	i	i	i	i	26	i
CC(C)C[C@H]1CNC(=O)C(=O)N1C[C@H](C)NC(=O)Cc1ccccc1	i	i	i	i	-0.2	nt	i	i	i	12	i
COc1ccc(OC)c(CNn2c(-c3ccccc3F)nc3ccccc3c2=O)c1	i	-4.8*	i	i	-0.2	i	i	i	i	8	i
Cn1c(N)c(C(=O)COC(=O)CC(NC(=O)c2ccccc2Cl)c2ccccc2)c(=O)n(C)c1=O (configuration not stated)	i	i	i	i	-0.2	i	i	i	i	26	i
N/C(=N\OC(=O)COc1ccc(Cl)cc1Cl)c1ccccn1	i	i	i	i	-0.4	i	i	i	i	14	i
COc1ccc(CC(=O)N/N=C(\C)c2ccccn2)cc1	i	i	i	i	0.0	i	i	i	i	19	i
O=c1c2ccccc2nc(SCc2nnc(-c3ccccc3)o2)n1-c1ccc(F)cc1F	i	i	i	i	-0.1	i	i	i	i	32	i
O=C(NCc1ccccc1)c1ccc(NC2=NC3CS(=O)(=O)CC3S2)cc1 (configuration not stated)	i	i	i	i	-0.4	i	i	i	i	24	i
Cc1ccc(C)c(C(=O)CN2C3=NCCCN3c3ccccc32)c1	i	i	i	i	-0.3	i	i	i	i	18	i
CC1(C)CC(=O)c2cc(OCC(=O)NCC3CCCO3)ccc2O1 (configuration not stated)	i	i	i	i	0.2	i	i	i	i	17	i
O=C(NS(=O)(=O)Oc1ccc(Cl)cc1)OC[C@@H]1CCCN2CCCC[C@H]12	i	i	i	i	1.6	i	i	i	i	25	i
O=C(CN1C(=O)C(=O)N(Cc2ccco2)C1=O)c1c[nH]c2ccccc12	i	i	i	i	0.1	i	i	i	i	18	i
COC(=O)c1cc2sccc2n1CC(=O)N(C)c1ccccc1	i	i	i	i	-0.1	i	i	i	i	5	i
CN1c2ccccc2C(O)=C(C(=S)Nc2ccc(F)c(Cl)c2)S1(=O)=O	i	i	i	i	0.0	i	i	i	i	42	i
CSCc1nc2sc(C(=O)Nc3nc(C)cs3)c(C)c2c(=O)[nH]1	i	i	i	i	1.6	i	i	i	i	19	i
CC1CCN(CCCn2c(=S)[nH]c3ccc(N4CCOCC4)cc3c2=O)CC1	i	i	i	i	0.0	i	i	i	i	0	i
O=C(/C=C/c1ccc(OC(F)F)cc1)OCC(=O)N1CCc2ccccc21	i	i	i	i	0.0	i	i	i	i	16	i
O=[N+]([O-])c1ccc(C2=CSC3=NCCN23)cc1	i	i	i	i	-0.1	i	i	i	i	16	i
Cc1cccn2c(=O)c3cc(C(=O)NCC4CCCO4)c(=N)n(C4CCCC4)c3nc12 (configuration not stated)	i	i	i	-5.8*	-0.6	i	i	i	i	12	i

# Next part:
SMILES	MrgX1 PAM	MrgX1 antagonist	TRPC4 agonist	TRPC6 inhibitor	HIF act	TRPC4 inh	MrgX1 ag	TRPC6 activator	TRPC4 PAM	AI-2 QS mod	PolyA inh
Cc1[nH][nH]c(=O)c1N=Nc1ccccc1Cl	i	i	i	i	0.1	i	i	i	i	-2	i
CSc1nc(N)nc(C2CC2)n1	i	i	i	i	-0.1	i	i	i	i	16	i
CC(=O)Nc1ccc2c(c1)CCCN2C(=O)c1ccccc1	i	i	i	i	-0.5	i	i	i	i	5	i
COC(=O)[C@H](C)NC(=O)Nc1ccc(S(N)(=O)=O)cc1	i	i	i	i	-0.3	i	i	i	i	33	i
O=C(CCc1ccccc1)NNC(=O)c1ccccn1	i	i	i	i	0.0	i	i	i	i	57	i
CC(=O)NC(CC(=O)NCCCn1ccc2ccccc21)c1ccccc1 (configuration not stated)	i	i	i	i	0.2	i	i	i	i	4	i
Cc1ccc(N2CC(C(=O)Nc3ccccc3C(=O)NC3CCCCC3)CC2=O)cc1 (configuration not stated)	i	i	i	i	-0.3	i	i	i	i	31	i
CCc1ccccc1NC(=O)Nc1cc(F)ccc1F	i	i	i	i	0.1	i	i	i	i	43	i
CCOC(=O)C1CCCN(C(=O)c2cc(CN3C(=O)c4ccccc4C3=O)ccc2OC)C1 (configuration not stated)	i	i	i	i	2.1	i	i	i	i	15	i
CC(NC(=O)Cc1ccsc1)c1ccc(Cl)cc1Cl (configuration not stated)	i	i	i	i	0.4	i	i	i	i	12	i
Cc1ccc(NS(=O)(=O)c2ccc(N/N=C/c3ccccc3OCC(=O)O)c([N+](=O)[O-])c2)c(C)c1	i	i	i	i	-0.5	i	i	i	i	33	i
Cc1ccc(C)n1CCN1CCN(CC(=O)Nc2cc(C(F)(F)F)ccc2Cl)CC1	nt	nt	i	i	-2.5	i	nt	i	i	8	i
COc1ccccc1CN1CC(C(=O)N2CCN(c3ccc(F)cc3)CC2)CC1=O (configuration not stated)	i	i	i	i	-0.2	i	i	i	i	16	i
Cc1cc(NC(=O)c2ccccc2F)nc2c1c(=O)oc1ccccc12	i	i	i	i	0.6	i	i	i	i	14	i

# Screens (PubChem BioAssay)
